HCMV antiviral: human cytomegalovirus inhibition | 4.5% of 410,000 active | HFF cells, HCMV-luciferase reporter, 72 h; hits give low values | activity change, negative = inhibition, % at 57.5 µM; in the data active = activity change below about -60%; inconclusive = no clear call, values can overlap the other calls; inactive = above about -39%; note: % is set by controls: 0 for no effect and ±100 for the full control effect
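Compounds were evaluated in HFFs infected with an HCMV luciferase reporter virus (MOI 1 PFU/cell). Luciferase in lysates collected 72 h post infection served as the replication measure.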
FBPA Giardia inh: blocks Giardia fructose-bisphosphate aldolase activity | A8B2U2 | purified Giardia FBPA | Potency, µM (titrated, usually from 59.6 µM), for the others: at the highest dose activity, negative = inhibition, most hits filed as inhibitors | 0.71% of 290,000 active; note: potency is the fitted concentration of half-maximal effect; % is set by controls: 0 for no effect and ±100 for the full control effect; nearly all actives have a fitted effect of over 55% in size
Target sequence (A8B2U2 whole entry, looked up): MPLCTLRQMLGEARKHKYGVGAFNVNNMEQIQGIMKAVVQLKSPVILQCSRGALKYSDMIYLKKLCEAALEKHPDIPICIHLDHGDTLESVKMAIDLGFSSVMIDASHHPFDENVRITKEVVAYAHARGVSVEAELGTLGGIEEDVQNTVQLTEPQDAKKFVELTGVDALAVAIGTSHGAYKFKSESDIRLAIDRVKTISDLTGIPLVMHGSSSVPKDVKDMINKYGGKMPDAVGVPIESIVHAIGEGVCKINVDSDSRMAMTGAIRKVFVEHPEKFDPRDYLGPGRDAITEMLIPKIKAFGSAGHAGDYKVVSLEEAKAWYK
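40 nM FBPA preincubated 10 min at RT with compound (up to 57.5 uM final), then substrate plus GAPDH/TPI/NAD/arsenate coupling and diaphorase/resazurin added. Fluorescence read after 20 min at RT, 525/598 nm.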
Shiga inhibitor: Shiga toxin inhibition; Vero cells, Shiga toxin protein synthesis inhibition reporter; inhibition, % at 38.7 µM; 9.2% of 290,000 active; AID 2315; in the data active = inhibition mostly above about 28%, no sharp cut-off; inactive = mostly below about 43%; note: 0% is about no effect
Cycloheximide cs: counter-screen for Shiga toxin inhibitors: cycloheximide protein synthesis inhibition; cell reporter, cycloheximide protein synthesis inhibition counterscreen; max response, %; 12% of 300,000 active; in the data active = max response mostly above about 13%, no sharp cut-off; inactive = mostly below about 14%; note: read at 38.3 µM for the half of the compounds with a filed dose; 0% is about no effect
AmpC inh detg: inhibitors of E. coli AmpC beta-lactamase with detergent | AmpC hydrolysis of nitrocefin, absorbance 480 nm, 0.01% Triton | Potency, µM (highest dose often 114 µM), for the others: at the top dose activity change, negative = inhibition, hits mostly inhibitors | 0.041% of 370,000 active | AID 485294;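 note: potency is the fitted concentration of half-maximal effect; 0% = no-compound wells and -100% = no-enzyme wells; nearly all actives have a fitted effect of over 25% in size; some results filed as inactive show a strong effect at the top dose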
Target sequence (P00811 whole entry, looked up): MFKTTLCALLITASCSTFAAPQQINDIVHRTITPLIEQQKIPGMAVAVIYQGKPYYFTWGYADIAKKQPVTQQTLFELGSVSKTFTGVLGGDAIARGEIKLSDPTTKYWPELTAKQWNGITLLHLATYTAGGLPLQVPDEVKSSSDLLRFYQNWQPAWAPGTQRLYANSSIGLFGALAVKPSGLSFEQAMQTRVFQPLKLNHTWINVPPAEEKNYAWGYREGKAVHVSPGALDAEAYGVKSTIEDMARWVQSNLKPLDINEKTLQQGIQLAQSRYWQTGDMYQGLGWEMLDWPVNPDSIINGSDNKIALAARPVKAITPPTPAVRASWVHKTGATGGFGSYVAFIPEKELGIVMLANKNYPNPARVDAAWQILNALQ
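AmpC (5.3 nM in the dispensed reagent) in 20 mM phosphate pH 7.0 with 0.01% (detergent screen) or 0.0001% Triton X-100 was preincubated with compounds for 15 min at room temperature. Nitrocefin was then added from an 800 uM solution, and hydrolysis was followed at 480 nm.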
AMA1-RON2 inh: AMA1-RON2 (P. falciparum) interaction inhibition. AlphaScreen AMA1-biotinylated RON2 peptide binding. Potency, µM (doses to about 58.2 µM), without a hit: top-dose activity change, negative = inhibition, hits mostly inhibitors. 0.2% of 360,000 active;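 note: potency is the fitted concentration of half-maximal effect; 0% = vehicle wells and -100% = peptide control; nearly all actives have a fitted effect of over 45% in size; some results filed as inactive show a strong effect at the top dose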
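AMA1 (3D7) with his tag at 25 nM final met compounds first, then biotinylated RON2 peptide at 25 nM; detection used donor plus acceptor beads, 10 µg/mL apiece, read by AlphaScreen after 30 min at room temperature.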
AmpC inh no detg: AmpC beta-lactamase inhibition without detergent. AmpC nitrocefin hydrolysis, absorbance 480 nm, 0.0001% Triton. P00811. Potency, µM (titrated, usually from 57.1 µM), without a hit: at the highest dose activity change, negative = inhibition, actives largely listed as inhibitors. 0.52% of 330,000 active;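 note: potency is the fitted concentration of half-maximal effect; plate controls were no compound for no effect and no enzyme for full effect; nearly all actives have a fitted effect of over 20% in size; some results filed as inactive show a strong effect at the top dose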
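20 mM phosphate pH 7.0 + 0.01% (detergent screen) or 0.0001% Triton X-100; 5.3 nM AmpC reagent; cpd preinc 15 min RT; nitrocefin (800 uM stock) to start; A480 q20 s × 4 min; Activity was normalised to no-enzyme and no-compound control wells.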
* hit, by the source's call; [ ] = dose if it differs, or a comment. Unless noted, calls come from the whole dose curve; as a rule, active = well fitted curve in the direction sought with a large enough effect; inconclusive = small, poorly fitted or top-dose-only effect, or another doubt; inactive = no such curve, though single readings can be large; an effect the other way counts as inactive or inconclusive.

Screening CC(C)N1CCN(C2CSCCSC2)CC1CCO (stereo unspecified) returned HCMV antiviral -9, FBPA Giardia inh -4%, Shiga inhibitor 1, Cycloheximide cs 1, AmpC inh detg -14%, AMA1-RON2 inh -9% and AmpC inh no detg -19%.
For CCCN1C(=O)C2(C(C(=O)c3ccc(C)o3)=C(O)C(=O)N2CCCOC)c2ccccc21 (stereo unspecified) the results were HCMV antiviral 14, FBPA Giardia inh 3%, Shiga inhibitor -14, Cycloheximide cs -1, AmpC inh detg 1%, AMA1-RON2 inh -3% and AmpC inh no detg -9%.
FC(F)(F)c1ccccc1CN1CCCC(N2CCN(c3ccccc3)CC2)C1 (stereo unspecified) was read as HCMV antiviral -61*, FBPA Giardia inh 4%, Cycloheximide cs 2, AmpC inh detg -3%, AMA1-RON2 inh 0% and AmpC inh no detg 32%.
`Cc1ccc(/C=N/NC(=O)c2nnn(-c3nonc3N)c2CSc2ccccc2)cc1` gave HCMV antiviral -10, FBPA Giardia inh 8%, Shiga inhibitor 6, Cycloheximide cs -1, AmpC inh detg 0%, AMA1-RON2 inh -1% and AmpC inh no detg -54%.
Screening COCC(=O)Nc1ccc(C(=O)Nc2ccccc2Cl)cc1 returned FBPA Giardia inh 2%, Shiga inhibitor 92*, Cycloheximide cs 33*, AmpC inh detg 2% and AmpC inh no detg -5%.
Cc1ccc(C2=NN(C(=O)c3cccs3)C(c3ccccc3O)C2)cc1 (stereo unspecified) was read as HCMV antiviral -61*, FBPA Giardia inh 6%, Shiga inhibitor 22, Cycloheximide cs 22*, AmpC inh detg -4%, AMA1-RON2 inh -2% and AmpC inh no detg 7.9µM*.
`CN(C)CCCN1CC(C(=O)O)CC1=O` (stereo unspecified) gave HCMV antiviral 36, FBPA Giardia inh 1%, Shiga inhibitor -13, Cycloheximide cs 3, AmpC inh detg 1%, AMA1-RON2 inh -2% and AmpC inh no detg -3%.
`O=C(Cn1ccc(C(F)(F)F)n1)Nc1cccc(S(=O)(=O)N2CCCCC2)c1` gave HCMV antiviral -12, FBPA Giardia inh -4%, Shiga inhibitor -3, Cycloheximide cs 0, AmpC inh detg -16%, AMA1-RON2 inh 2% and AmpC inh no detg -22%.
`CCc1ccccc1-n1c(SCC(=O)c2c(N)n(C3CC3)c(=O)[nH]c2=O)nnc1N1CCOCC1` gave HCMV antiviral -20, AmpC inh detg 2%, AMA1-RON2 inh -7% and AmpC inh no detg 63%[activator].
For CCOC(=O)N1CCN(c2nc(C(F)(F)F)nc3c(C)cc(C)cc23)CC1 the results were HCMV antiviral inconclusive, FBPA Giardia inh 5%, Shiga inhibitor -16, Cycloheximide cs -1, AmpC inh detg -10% and AMA1-RON2 inh -2%.
Screening CCOc1ccc2nnc(-c3ccc(Br)cc3)n2n1 returned HCMV antiviral 14, FBPA Giardia inh 3%, Shiga inhibitor 0, Cycloheximide cs 7, AmpC inh detg inconclusive, AMA1-RON2 inh -9% and AmpC inh no detg -17%.
`COc1ccc(-n2nc(C(=O)NCC(=O)NC3CCCCC3)c3ccccc3c2=O)cc1` gave HCMV antiviral -3, FBPA Giardia inh 1%, Shiga inhibitor 18, Cycloheximide cs 8, AmpC inh detg -6%, AMA1-RON2 inh -17% and AmpC inh no detg -3%.

Reprinted from the part before: two entries, followed by the next part.
Screening CCOc1ccc2nnc(-c3ccc(Br)cc3)n2n1 returned HCMV antiviral 14, FBPA Giardia inh 3%, Shiga inhibitor 0, Cycloheximide cs 7, AmpC inh detg inconclusive, AMA1-RON2 inh -9% and AmpC inh no detg -17%.
`COc1ccc(-n2nc(C(=O)NCC(=O)NC3CCCCC3)c3ccccc3c2=O)cc1` gave HCMV antiviral -3, FBPA Giardia inh 1%, Shiga inhibitor 18, Cycloheximide cs 8, AmpC inh detg -6%, AMA1-RON2 inh -17% and AmpC inh no detg -3%.
`CC1=CS(=O)(=O)CC1Sc1nc(C)n[nH]1` (stereo unspecified) gave HCMV antiviral -33, FBPA Giardia inh -7%, Shiga inhibitor -14, Cycloheximide cs -3, AmpC inh detg 4%, AMA1-RON2 inh -10% and AmpC inh no detg -10%.
Screening O=C(N/N=C/c1ccccc1F)c1ccccc1OCc1ccccc1 returned HCMV antiviral 8, FBPA Giardia inh -1%, Shiga inhibitor 75*, Cycloheximide cs 20*, AmpC inh detg inconclusive, AMA1-RON2 inh 6% and AmpC inh no detg -29%.
`CC1CCc2c(sc(NS(=O)(=O)c3ccccc3)c2C(=O)OC(C)C)C1` (stereo unspecified) gave HCMV antiviral 43, FBPA Giardia inh 3%, Shiga inhibitor -3, Cycloheximide cs -2, AmpC inh detg -1%, AMA1-RON2 inh -2% and AmpC inh no detg -34%.
Screening O=C(COc1cccc(NC(=O)c2ccccc2)c1)c1ccccc1 returned HCMV antiviral -28, FBPA Giardia inh 7%, Shiga inhibitor 32, Cycloheximide cs 2, AmpC inh detg 1%, AMA1-RON2 inh 0% and AmpC inh no detg -10%.
O=C(NNC(=O)C1CC1c1ccccc1)c1ccccc1F (stereo unspecified) was read as HCMV antiviral -23, FBPA Giardia inh 2%, Shiga inhibitor 23, Cycloheximide cs 9, AmpC inh detg -14%, AMA1-RON2 inh 69%[activator] and AmpC inh no detg -12%.
CCCCCC(=O)Nc1cccc2ccccc12 was read as HCMV antiviral -14, FBPA Giardia inh -11%, Shiga inhibitor 24, Cycloheximide cs 17, AmpC inh detg -10%, AMA1-RON2 inh -6% and AmpC inh no detg -30%.
`CCc1ccccc1Nc1nc(N)nc(CSCC(=O)Nc2ccc(C)c(C)c2)n1` gave HCMV antiviral 48, FBPA Giardia inh 6%, Shiga inhibitor -15, Cycloheximide cs -2, AmpC inh detg -7%, AMA1-RON2 inh -4% and AmpC inh no detg -8%.
COc1cccc(C2CC(c3cccc(OC)c3)n3nc(N)nc3N2)c1 (stereo unspecified) was read as HCMV antiviral -14, FBPA Giardia inh 0%, Shiga inhibitor 3, Cycloheximide cs -1, AmpC inh detg inconclusive, AMA1-RON2 inh 13% and AmpC inh no detg inconclusive.
Screening O=C1CC/C=C\C[C@@H](CC(=O)N(CCO)Cc2ccccc2)C(=O)N2CCC[C@H]2CO1 returned HCMV antiviral -14, AMA1-RON2 inh -3% and AmpC inh no detg 49%.
Screening CC(=O)Nc1ccc(NS(=O)(=O)c2cc([N+](=O)[O-])ccc2C)cc1 returned HCMV antiviral -71*, FBPA Giardia inh -5%, Shiga inhibitor -4, Cycloheximide cs -5, AmpC inh detg 4%, AMA1-RON2 inh 14% and AmpC inh no detg -15%.
Screening OCCC1CN(Cc2cccc3nonc23)CCN1Cc1ccsc1 (stereo unspecified) returned HCMV antiviral 25, FBPA Giardia inh 2%, Shiga inhibitor 12, Cycloheximide cs -1, AmpC inh detg 0%, AMA1-RON2 inh 6% and AmpC inh no detg 3%.
Screening Cc1ccccc1NC(=O)c1ccccc1-c1ccccc1 returned HCMV antiviral 18, FBPA Giardia inh 9%, Shiga inhibitor -5, Cycloheximide cs 8, AmpC inh detg -1%, AMA1-RON2 inh 8% and AmpC inh no detg -17%.
For COc1ccc(C(=O)Cn2c(C(=O)/C=C/c3ccccc3)nc3ccccc32)cc1 the results were HCMV antiviral 11, FBPA Giardia inh -4%, Shiga inhibitor -10, Cycloheximide cs 6, AmpC inh detg -8%, AMA1-RON2 inh -11% and AmpC inh no detg -22%.
For Nc1ccccc1SC(C[N+](=O)[O-])c1ccccc1 (stereo unspecified) the results were FBPA Giardia inh inconclusive, Shiga inhibitor 78*, Cycloheximide cs 59*, AmpC inh detg -6%, AMA1-RON2 inh 14% and AmpC inh no detg -58%.
`CSc1nnc(CNC(=O)c2ccccc2)n1-c1ccc(F)cc1` gave HCMV antiviral inconclusive, FBPA Giardia inh 6%, Shiga inhibitor -7, Cycloheximide cs -2, AmpC inh detg -6%, AMA1-RON2 inh 0% and AmpC inh no detg -10%.
`O=C(c1ccc(CSCc2ccccc2F)o1)N1CCN(c2ccc(N3CCOCC3)nn2)CC1` gave HCMV antiviral inconclusive, FBPA Giardia inh -1%, Shiga inhibitor -7, Cycloheximide cs -1, AmpC inh detg -12%, AMA1-RON2 inh -8% and AmpC inh no detg 160%[activator].
`NS(=O)(=O)c1cccc(NC(=O)c2cncc(Br)c2)c1` gave HCMV antiviral -9, FBPA Giardia inh -2%, Shiga inhibitor 31, Cycloheximide cs 7, AmpC inh detg -6%, AMA1-RON2 inh 0% and AmpC inh no detg -12%.
For CCCN(CC(=O)Nc1ccccc1C)C(=O)Cc1n[nH]c(=O)c2ccccc12 the results were HCMV antiviral -4, AmpC inh detg 1%, AMA1-RON2 inh -8% and AmpC inh no detg -25%.
Screening COc1ccc(Br)cc1C(=O)Nc1ccc(C(=O)NCC(C)C)cc1 returned HCMV antiviral inconclusive, FBPA Giardia inh 6%, Shiga inhibitor 13, Cycloheximide cs -1, AmpC inh detg 4%, AMA1-RON2 inh -2% and AmpC inh no detg -6%.
`COc1ccc(C(=O)NCCn2cc(SCC(=O)Nc3cc(C)on3)c3ccccc32)cc1OC` gave HCMV antiviral 39, FBPA Giardia inh -1%, Shiga inhibitor -23, Cycloheximide cs -3, AmpC inh detg 3%, AMA1-RON2 inh -14% and AmpC inh no detg -17%.
`CCC(=O)Nc1cc(=O)[nH]c2nc(-c3ccc(Cl)cc3)nn12` gave HCMV antiviral -34, FBPA Giardia inh -3%, Shiga inhibitor -4, Cycloheximide cs 8, AmpC inh detg 7%, AMA1-RON2 inh 7% and AmpC inh no detg -13%.
`COCCCNc1nc2ccccc2nc1NS(=O)(=O)c1ccc(OC)cc1` gave HCMV antiviral -27, FBPA Giardia inh -3%, Shiga inhibitor -3, Cycloheximide cs -1, AmpC inh detg -9%, AMA1-RON2 inh 13% and AmpC inh no detg -22%.
`COCC(=O)Nc1ccc(N2CCOCC2)c(S(=O)(=O)Nc2ccc(OC)cc2)c1` gave HCMV antiviral -4, AMA1-RON2 inh -4% and AmpC inh no detg -32%.
Screening Cc1ccc(-c2sc(-c3ccccc3)nc2CC(=O)Nc2ccccc2F)cc1 returned HCMV antiviral inconclusive, FBPA Giardia inh 0%, Shiga inhibitor -5, Cycloheximide cs 0, AmpC inh detg -1%, AMA1-RON2 inh -6% and AmpC inh no detg -10%.
O=C(Cc1ncc(C(F)(F)F)cc1Cl)N1CCN(c2ccccn2)CC1 was read as HCMV antiviral -1, FBPA Giardia inh 6%, Shiga inhibitor -4, Cycloheximide cs -2, AmpC inh detg inconclusive, AMA1-RON2 inh 24% and AmpC inh no detg 11%.
`COc1ccc2oc(=O)c(C(=O)Nc3cccc(C(C)=O)c3)cc2c1` gave HCMV antiviral 12, FBPA Giardia inh 6%, Cycloheximide cs 3, AmpC inh detg -14%, AMA1-RON2 inh 1% and AmpC inh no detg -9%.
For COCCNC(=O)[C@H]1N2C(=O)c3c(ccc(OC)c3OC)C2SC1(C)C (stereo partly specified) the results were HCMV antiviral 15, FBPA Giardia inh inconclusive, Shiga inhibitor -1, Cycloheximide cs -2, AmpC inh detg -2%, AMA1-RON2 inh -1% and AmpC inh no detg 45%.
`COc1cc2cc(CCCOC(=O)CCC(=O)O)oc(=O)c2cc1OC` gave HCMV antiviral 4, AmpC inh detg -1%, AMA1-RON2 inh 6% and AmpC inh no detg -4%.
